# Bioassay records: PubChem BioAssay, Southern Research Specialized Biocontainment Screening Center
# PhoP GFP inhibition: PhoP regulon inhibitors, Salmonella typhi PhoP promoter GFP reporter, confirmatory (AID 1850); Salmonella Typhi PhoP-promoter GFP reporter, fluorescence, 4 h; higher % means a stronger effect; inhibition, % at 50 µM; hits with a dose series show IC50 in µM; 0.33% of 310,000 active; in the data active = a potency from the dose series; inconclusive = inhibition mostly from about 25% at the one dose, without a potency; inactive = the rest, 99 in 100 with inhibition below about 19%;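 also: 0% = induced wells with vehicle and 100% = uninduced wells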
# M. tuberculosis HTS: M. tuberculosis growth inhibition, HTS (AID 449762). 0.59% of 330,000 active. M. tuberculosis H37Rv growth inhibition, 7H9 media; higher % means a stronger effect. inhibition, % at 25 µM; hits with a dose series show IC50 in µM; in the data active = a potency from the dose series; inconclusive = inhibition above about 70% without an active follow-up result;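 also: bacterial growth assessed after seven days of incubation; strong numbers were not always called active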
# influenza NS1A: H1N1 influenza NS1A inhibitors, functional cell based assay (AID 504329); NS1A functional cell-based assay, percent inhibition; higher % means a stronger effect; inhibition, % at 12.5 µM, or IC50 in µM where a hit was titrated; 0.3% of 340,000 active; in the data active = a potency from the dose series; inconclusive = inhibition above about 27% without an active follow-up result; also: strong numbers were not always called active
# inhibitors of VEEV: inhibitors of VEEV TC-83 cytopathic effect, confirmation, Vero cells (AID 588727); Vero cells, VEEV TC-83 cytopathic effect inhibition; higher % means a stronger effect; 0.13% of 350,000 active; one-dose inhibition, % at 20 µM; IC50 in µM for titrated hits; in the data active = a potency from the dose series; inconclusive = inhibition mostly from about 14% at the one dose, without a potency; inactive = the rest, 99 in 100 with inhibition below about 12%; also: strong numbers were not always called active
# M. tuberculosis: growth inhibition of non-replicating M. tuberculosis (AID 488890) | Mycobacterium tuberculosis non-replicating, growth inhibition; higher % means a stronger effect | one-dose inhibition, % at 25 µM; IC50 in µM for titrated hits | 0.39% of 320,000 active; in the data active = a potency from the dose series; inconclusive = inhibition mostly from about 82% at the one dose, without a potency; inactive = the rest, 99 in 100 with inhibition below about 76%;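 also: plate controls were DMSO cells for no effect and high antibiotic wells for full effect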
# inhibitors of VEEV 10K pilot screen: recorded beside inhibitors of VEEV, whose call it bears; inhibition, %; measured here: 10K pilot screen inhibition
# Starred values were filed as active, the others as inactive; i = inactive; ? = inconclusive; nt = no result given.
SMILES,PhoP GFP inhibition,M. tuberculosis HTS,influenza NS1A,inhibitors of VEEV,M. tuberculosis,others
Cc1nc(NCC2CCCO2)c2oc3ccccc3c2n1 (stereo not drawn),2%,2%,-5%,1.2%,10%,
CN1CCN(c2nc3ccccn3c(=O)c2C=O)CC1,-3%,2%,-8%,0.2%,-15%,
Cn1cnnc1Sc1ccc(C(=O)OCC(=O)NCC(F)(F)F)cc1[N+](=O)[O-],-2%,-6%,-2%,3.1%,-4%,
CCOc1ccc2nc(NC(=O)CSC3=NCCS3)sc2c1,4%,?,-7%,4.9%,60%,
N#Cc1ccc(OCC(=O)N2CCN(C(=O)c3ccco3)CC2)cc1,nt,-7%,-5%,0.9%,-6%,
CCCCCC/C=C/c1ccc([C@H]2[C@H]3C=CC[C@@H](C)[C@@H]3C(=O)N2Cc2ccccc2)c(F)c1,4%,-4%,-12%,10%,3%,
Cc1csc(NC(=O)c2ccccc2)n1,2%,1%,-2%,1.4%,2%,
CCN(CC)CCCN(Cc1cc2cc3c(cc2[nH]c1=O)OCO3)C(=S)NC,-1%,-4%,0%,i,-18%,
O=C(c1ccccc1)c1cc2ccccc2o1,0%,-5%,-3%,5.1%,49%,
C[C@H](CO)N1C[C@H](C)[C@@H](CN(C)S(=O)(=O)c2cccs2)Oc2ccc(NS(=O)(=O)c3cn(C)cn3)cc2C1=O,nt,1%,-7%,0.6%,-2%,
C=CCN=C(NC#N)SCCc1ccccc1,5%,-3%,1%,i,9%,
CN1c2ccccc2C2(C)CCCC3=Cc4cccc([N+](=O)[O-])c4OC312 (stereo not drawn),-5%,0%,0%,i,-17%,
CSC1=C(C#N)C(c2ccccc2Cl)C2=C(N1)c1ccccc1C2=O (stereo not drawn),2%,-16%,4%,1.4%,3%,
c1ccc(-c2ccc(-c3[nH]ncc3CN3CCC(N4CCSCC4)CC3)cc2)cc1,-10%,?,12%,0.7%,47%,
O=[N+]([O-])c1ccc(C2CCCC/C2=N/OCc2ccccc2F)c([N+](=O)[O-])c1 (stereo not drawn),-5%,4%,4%,1.9%,47%,
Cc1nn(Cc2ccccc2)c(=O)c2nn(-c3ccc(Cl)cc3)c(C)c12,-7%,5%,9%,7.2%,-10%,
N/C(=N\c1nc2ccccc2o1)NC(=O)C(Cc1ccccc1)N1C(=O)c2ccccc2C1=O (stereo not drawn),-1%,-9%,-14%,1.5%,-11%,
CC1CCCCC12NC(=O)N(CC(=O)OCC(=O)Nc1ccc(F)cc1[N+](=O)[O-])C2=O (stereo not drawn),nt,8%,-6%,0.2%,-5%,
Cc1cn(-c2ccccc2)c(C)c1/C=N\Nc1nc(N2CCOCC2)nc(N2CCOCC2)n1,3%,1%,5%,7.7%,3%,
COC1=CC(=Cc2c(N)n3nc(CC(=O)N4CCCCC4)sc3nc2=O)C=C(OC)C1=O,-1%,4%,4%,0.4%,-6%,
O=C(NCc1cccnc1)C1c2ccccc2C(=O)N1C1CCCCCC1 (stereo not drawn),-4%,-4%,-3%,1.0%,-7%,
COc1ccccc1CC(=O)NCCN1CCCCC1,-2%,-4%,-31%,i,-3%,
CC(C)(C)C(=O)CSc1nc(N)cc(=O)[nH]1,-1%,1%,-19%,0.8%,3%,
Cc1nc(SCC(=O)Nc2ccccc2C(F)(F)F)c2c(=O)n(C)c(=O)n(C)c2n1,7%,1%,-5%,i,4%,inhibitors of VEEV 10K pilot screen=0.1
COc1ccc(NC(=S)Nc2ccc(C)c(Cl)c2)cc1OC,15%,?,-3%,0.6%,73%,

# Continued (five carried over from the part before).
SMILES,PhoP GFP inhibition,M. tuberculosis HTS,influenza NS1A,inhibitors of VEEV,M. tuberculosis,others
O=C(NCc1cccnc1)C1c2ccccc2C(=O)N1C1CCCCCC1 (stereo not drawn),-4%,-4%,-3%,1.0%,-7%,
COc1ccccc1CC(=O)NCCN1CCCCC1,-2%,-4%,-31%,i,-3%,
CC(C)(C)C(=O)CSc1nc(N)cc(=O)[nH]1,-1%,1%,-19%,0.8%,3%,
Cc1nc(SCC(=O)Nc2ccccc2C(F)(F)F)c2c(=O)n(C)c(=O)n(C)c2n1,7%,1%,-5%,i,4%,inhibitors of VEEV 10K pilot screen=0.1
COc1ccc(NC(=S)Nc2ccc(C)c(Cl)c2)cc1OC,15%,?,-3%,0.6%,73%,
Cc1cc(C)cc(NCc2ccncc2)c1,-4%,8%,-5%,0.2%,-5%,
CCN(C(=O)CSc1n[nH]c(-c2ccc(OC)cc2)n1)c1c(N)n(Cc2ccccc2)c(=O)[nH]c1=O,nt,nt,6%,i,nt,
Cc1ccccc1NC(=O)CN1C(=O)C2C3CC(C(Br)C3Br)C2C1=O (stereo not drawn),-5%,1%,-7%,2.1%,24%,
COC(=O)c1ccc(C(=O)OC)c(NC(=O)COC(=O)C2CCC(C(C)(C)C)CC2)c1 (stereo not drawn),-16%,9%,0%,6.3%,-6%,
NNc1cccc(C=Cc2ccccc2)cc1=O,nt,nt,-10%,i,nt,
CCOc1ccc(NC(=O)CN(C)CC(=O)Nc2ccc(Br)cc2F)cc1OCC,2%,1%,4%,6.6%,36%,
O=C(NCCCN1CCOCC1)c1ccc2ccccc2c1,8%,-2%,-13%,i,2%,
COc1ccc2nc(-c3ccccc3)cc(C(=O)N3CCC3)c2c1,nt,3%,-16%,10%,28%,
COc1ccc(/C=C2/C(=O)NC(=O)N(c3ccc(C)c(C)c3)C2=O)cc1CN1C(=O)c2ccccc2C1=O,-28%,5%,-3%,i,-18%,
CCCn1c(=C(C#N)C#N)s/c(=C2\C=Cc3ccccc3N2CC)c1=O,4%,nt,1%,1.1%,nt,
CCOC(=O)C1(Cc2cccc(Cl)c2)CCCN(C(=O)c2ccnn2C)C1 (stereo not drawn),-11%,-1%,-7%,3.4%,-4%,
CCc1ccc(NC(=O)C2CCCN(S(=O)(=O)c3ccc4[nH]c(=O)ccc4c3)C2)cc1 (stereo not drawn),-15%,-6%,-4%,1.0%,-23%,
Cn1ccnc1C(OC(=O)c1ccccc1)C(F)(F)F (stereo not drawn),7%,0%,-8%,0.9%,-7%,
Cc1nc2nc(SCC(=O)O)nn2c(C)c1Cc1c(F)cccc1Cl,2%,-4%,-8%,0.9%,1%,
Cc1cc2c(cc1S(=O)(=O)Nc1c(C)cccc1C)n(C)c(=O)c(=O)n2C,-12%,-2%,-1%,i,13%,
CCN1CCC2(CC1)C(C#N)=C(N)Oc1c2sc2nc(C)cc(C)c12,2%,-9%,1%,1.4%,-2%,
CC(C)n1nccc1NS(=O)(=O)c1ccccc1,nt,-5%,-7%,2.3%,2%,
Cc1cccc(NC(=O)NCCc2c[nH]c3ccccc23)c1,4%,10%,6%,6.2%,40%,
CC(C)(C)NC(=O)C(OC(=O)c1ccco1)c1ccc(Cl)cc1 (stereo not drawn),-3%,4%,-18%,i,16%,
COc1ccc(/C=C2/C(=O)NC(=O)N(c3ccccc3)C2=O)cc1CN1C(=O)c2ccccc2C1=O,5%,3%,-2%,0.8%,3%,
COc1ccc(CCn2c(C(C)C)nc3c(c(=O)c4ccccc4n3C)c2=O)cc1,-5%,1%,11%,5.1%,-6%,
CC1(C)CC2CC(C)(CN2/C=C2/CCCCC2=O)C1 (stereo not drawn),16%,-4%,-4%,i,17%,
CC(C)(C)c1cc(CCC(=O)NNC(=O)c2ccco2)cc(C(C)(C)C)c1O,-4%,-1%,-3%,1.2%,26%,
CSCC(=O)N1CCC(n2nccc2NC(=O)CCc2ccccc2)CC1,6%,0%,-1%,0.1%,3%,
Cc1cc([N+](=O)[O-])ccc1NCc1ccc2ccccc2c1,9%,0%,10%,0.9%,-2%,
# More results
SMILES,PhoP GFP inhibition,M. tuberculosis HTS,influenza NS1A,inhibitors of VEEV,M. tuberculosis,others
COC(=O)c1ccc2c(=O)[nH]c(CSc3nnc(C(F)(F)F)n3C)nc2c1,11%,-5%,1%,2.9%,-14%,
O=C(NCCN1CCOCC1)c1ccc2c(c1)N(Cc1c(F)cccc1Cl)C(=O)c1ccccc1S2,-5%,-6%,5%,i,-13%,
COc1ccc(C(O)C(CC(=O)NCCCOC(C)C)C(=O)NCCCOC(C)C)cc1OC (stereo not drawn),-1%,-4%,-5%,0.8%,7%,
COC(=O)Cc1n[nH]c(=O)c2ccccc12,6%,5%,-2%,i,4%,
O=c1c(Cc2c(F)cccc2Cl)c(O)ccn1CCc1ccccn1,10%,1%,-6%,0.7%,2%,
Cc1cc(Nc2ccc(C(C)C)cc2)n2ncnc2n1,-10%,-5%,1%,0.4%,70%,
CCCCCCn1c(O)c(C=NCCN2CCOCC2)c(=O)[nH]c1=O,-2%,7%,-9%,0.6%,30%,
CCOc1ccc(NC(=S)N2CCN(S(=O)(=O)c3ccc(C)cc3)CC2)cc1,0%,-5%,-8%,6.7%,2%,
CC(=O)c1ccc(NC(=S)NC(=O)Cc2ccc(Cl)cc2)cc1,6%,9%,-2%,0.4%,-10%,
CC(C)C[C@H](NC(=O)[C@H](Cc1ccccc1)n1c(=O)[nH]c2ccccc2c1=O)C(=O)N1CCC[C@@H]1C(=O)O,6%,-8%,-3%,0.4%,-5%,
COc1ccc(-c2csc(C3=C(O)CN(C(C)C)C3=N)n2)cc1OC,8%,17%,8%,8.8%,-5%,
Cc1cc(C(=O)O)cc(S(=O)(=O)Nc2ccccc2C(=O)NC2CC2)c1C,nt,nt,-3%,1.3%,nt,
Cc1ccc(NC(=O)NNC(=O)c2cccs2)cc1,3%,0%,-4%,1.0%,5%,
Cc1ccc(CNCc2cccnc2)s1,-24%,4%,-6%,0.8%,25%,
Cc1ccc(OCC(=O)Nc2ccc(C)c(F)c2)c([N+](=O)[O-])n1,nt,nt,-2%,1.3%,nt,
COc1ccc(CNC(=O)Nc2ccc(OC)cc2)cc1,-4%,-4%,2%,0.7%,-8%,
COCCNC(C(=O)Nc1ccc(C)cc1[N+](=O)[O-])c1ccccc1 (stereo not drawn),-2%,9%,-1%,1.4%,?,
CCCOc1ccccc1C1NC(=O)NC(C)=C1C(=O)OCc1ccccc1 (stereo not drawn),-2%,1%,-8%,4.8%,18%,
COC1CCCN(C(=O)c2ccc(OC3CCN(S(=O)(=O)N(C)C)CC3)cc2)C1 (stereo not drawn),-5%,-2%,2%,1.3%,-3%,
O=C(NCc1ccccn1)c1cc(-c2ccc(Cl)cc2)oc1C(F)(F)F,13%,0%,nt,i,nt,
Cc1cc(C(=O)NNC(=O)C(C)(C)Oc2ccc(Cl)cc2)c(C)o1,nt,5%,5%,2.6%,19%,
O=C1/C(=C/c2ccccc2)CCCc2ccccc21,-10%,-1%,2%,2.1%,37%,
CN1/C(=C/C(=O)COC(=O)C2COc3ccccc3O2)C(C)(C)c2ccccc21 (stereo not drawn),nt,nt,1%,i,nt,
CCOC(=O)c1cccc(C(=O)Nc2nc3ccc(OC)cc3s2)n1,5%,?,-5%,9.8%,?,
COc1ccc(C(=O)N2CCN(c3ccc(C)c(C)c3)CC2)cc1OC,-1%,-7%,4%,0.6%,-9%,
CC(=O)Oc1ccc(-c2nc3c(C)cccc3c(=O)o2)cc1,-11%,6%,-2%,1.4%,80%,
CC(OC(=O)CCCC(=O)Nc1ccccc1)C(=O)c1ccccc1 (stereo not drawn),4%,-6%,1%,0.8%,-8%,

# An excerpt from above in order of SMILES length, lowest first:
SMILES,PhoP GFP inhibition,M. tuberculosis HTS,influenza NS1A,inhibitors of VEEV,M. tuberculosis,others
Cc1ccc(CNCc2cccnc2)s1,-24%,4%,-6%,0.8%,25%,
COC(=O)Cc1n[nH]c(=O)c2ccccc12,6%,5%,-2%,i,4%,
CCOC(=O)c1cccc(C(=O)Nc2nc3ccc(OC)cc3s2)n1,5%,?,-5%,9.8%,?,
